# FXN GAA850 act = activators of GAA850 frataxin (FXN) promoter; HEK293 lucGAA850 FXN promoter luciferase reporter, 24 h; percent of 10 µM SAHA response; activation, % at 6 µM; hit rate 0.56% among 360,000; AID 540364;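 active means activation above the average of all compounds screened plus 3 SD, cutoff fixed separately per campaign, cut at about 7.5% in these data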;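 further: 0% = DMSO wells and 100% = 10 µM SAHA wells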
# ADAM10 inh = inhibitors of human ADAM10 | recombinant ADAM10, EDANS/DABCYL FRET peptide cleavage, 3 h | inhibition, % at 7 µM | hit rate 0.62% among 370,000 | AID 720582;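 active means inhibition above a per-campaign cutoff equal to the mean of compounds falling between control-based bounds plus 3 SD, cut at about 20% in these data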;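 further: 0% = DMSO wells while the 100% control is not disclosed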
# Target sequence (O14672 214-748 limits assumed): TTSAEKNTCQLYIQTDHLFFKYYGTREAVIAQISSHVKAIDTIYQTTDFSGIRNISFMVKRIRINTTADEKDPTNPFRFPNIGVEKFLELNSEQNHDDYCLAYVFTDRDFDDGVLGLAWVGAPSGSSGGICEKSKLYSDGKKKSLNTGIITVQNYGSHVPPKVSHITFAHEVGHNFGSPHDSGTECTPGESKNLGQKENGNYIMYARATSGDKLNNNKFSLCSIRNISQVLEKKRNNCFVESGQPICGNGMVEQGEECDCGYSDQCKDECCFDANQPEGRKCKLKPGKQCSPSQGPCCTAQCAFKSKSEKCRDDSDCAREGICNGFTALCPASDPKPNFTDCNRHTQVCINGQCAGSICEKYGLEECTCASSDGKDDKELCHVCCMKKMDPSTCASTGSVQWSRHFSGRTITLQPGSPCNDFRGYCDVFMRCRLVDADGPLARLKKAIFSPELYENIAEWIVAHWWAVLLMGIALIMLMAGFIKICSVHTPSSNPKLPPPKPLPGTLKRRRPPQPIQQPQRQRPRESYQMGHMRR
# PG9 Ab binder = small molecules binding HIV-1 gp120 antibody PG9; TR-FRET gp120-PG9 antibody binding; hit rate 0.43% among 360,000; AID 624416; inhibition, % at 6.7 µM; in the data active means inhibition above about 8.5%
# SMARCA2 act = increases SMARCA2 function in MMTV reporter cells | MG213 cells, MMTV-luciferase reporter, dexamethasone, overnight | activation, % at 9.1 µM | hit rate 1% among 370,000 | AID 652017; in the data active means activation above about 7.8%;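 further: 0% = vehicle wells and 100% = reference activator wells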
# DAX1 inh-1 = inhibitors of DAX1 repression of SF-1 activated StAR promoter; hit rate 1.1% among 370,000; AID 652010; HEK293T StAR-luciferase reporter, SF-1/DAX-1 repression relief; inhibition, % at 6.8 µM;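 active means inhibition above the mean over all tested compounds plus 3 SD, cut at about 3.6% in these data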;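 further: 0% = DAX-1 cells with DMSO and 100% = cells lacking DAX-1 with DMSO; higher inhibition means more luminescence from relief of DAX-1 repression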
# DAX1 inh-2 = inhibitors of human orphan nuclear receptor DAX1 (NR0B1) | P51843 | AID 504766 | HEK293 Gal4-DAX1 luciferase reporter, luminescence | inhibition, % at 6.75 µM | hit rate 0.99% among 340,000;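 active means inhibition above the mean over all tested compounds plus 3 SD, cut at about 4.2% in these data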;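 further: 0% = DAX1-transfected cells with DMSO and 100% = empty-vector control cells with DMSO; inhibition shows as a rise in luminescence from relieved DAX1 repression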
# Target sequence (P51843 207-470 limits assumed): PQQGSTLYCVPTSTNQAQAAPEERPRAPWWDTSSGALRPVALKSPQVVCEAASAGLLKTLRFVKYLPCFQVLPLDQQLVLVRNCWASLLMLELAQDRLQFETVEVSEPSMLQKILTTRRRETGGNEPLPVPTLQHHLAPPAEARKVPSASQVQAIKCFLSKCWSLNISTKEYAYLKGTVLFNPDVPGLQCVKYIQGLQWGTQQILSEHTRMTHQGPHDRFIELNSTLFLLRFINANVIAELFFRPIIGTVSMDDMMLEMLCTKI
# ssDAF-12 act = S. stercoralis DAF-12 activation, primary screen; hit rate 1% among 370,000; HEK293 ssDAF-12/GRIP1 lit1-tk-luc reporter, luminescence; % of 3 µM dafachronic acid response; activation, % at 6.8 µM; AID 652126;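 active means activation above the mean over all tested compounds plus 3 SD, cut at about 0.9% in these data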;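 further: 0% = DMSO-only wells and 100% = 3 µM delta7-dafachronic acid wells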
# hgDAF12 agonist = activates the H. glycines DAF-12 receptor ligand-binding domain | HEK293 GAL4-hgDAF12 UAS-luciferase reporter, agonist luminescence; normalized to butyrate control | activation, % at 6.8 µM | hit rate 1.8% among 370,000;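 active means activation above a cutoff set at the mean of all screened compounds plus 3 SD, cut at about 10% in these data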;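 further: 0% = DMSO wells and 100% = sodium butyrate wells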
# ADAM17 inh = inhibits human ADAM17. recombinant ADAM17, EDANS/DABCYL FRET peptide cleavage. P78536. inhibition, % at 6.95 µM. AID 720648. hit rate 0.83% among 370,000;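 active means inhibition above the mean of compounds lying between control limits plus 3 SD, set per campaign, cut at about 8.5% in these data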;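 further: 0% = DMSO-only wells as the low control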
# hcDAF12 agonist = H. contortus DAF-12 activation, primary screen; HEK293 hcDAF-12 lit1-tk-luc reporter, luminescence; 0% DMSO, 100% Δ7-dafachronic acid; activation, % at 6.8 µM; hit rate 1.4% among 370,000;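 active means activation above the mean of all tested compounds plus 3 SD, cut at about 5.5% in these data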;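 further: 100% = response to 3 µM Δ7-dafachronic acid high control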
# NPR1 activator = GC-A (human) enzyme activation; HEK293 GC-A cells, cGMP TR-FRET, EC30 ANP; 0% at EC30 ANP, 100% saturating ANP; activation, % at 10 µM; hit rate 0.14% among 370,000; AID 1671463; in the data active means activation above about 40%
# Starred values were filed as active, the others as inactive; i = inactive; · = no result given.
smiles,PG9 Ab binder,ssDAF-12 act,SMARCA2 act,ADAM17 inh,hgDAF12 agonist,hcDAF12 agonist,ADAM10 inh,NPR1 activator,FXN GAA850 act,DAX1 inh-2,DAX1 inh-1
COc1ccc(S(=O)(=O)N2CC=C(C(=O)Nc3ccc(NC(C)=O)cc3)CC2)cc1,1.1,-1.7,-3,-6,2.5,-0.7,-11,4,-0.1,1.2,0.2
Nc1ccc2oc3ccc(N)cc3c(=O)c2c1,-5.7,0.6,2,-2,11*,5.6*,3,4,6.5,0.3,4.2*
Cc1ccc(Cl)cc1NC(=O)CNC(=O)N1CC(=O)Nc2ccccc21,-0.3,-0.7,-2,-5,4.5,4.8,0,-4,-0.6,1.1,1.1
CN1CCN(c2ccccc2NC(=O)COc2ccc(Br)cc2)CC1,-1.4,0.1,-2,-4,-1.9,-2.0,-4,-22,-2.2,0.1,-0.3
O=C(NC(=S)Nc1cccc(CO)c1)c1ccc(-c2ccccc2)cc1,-0.3,-0.2,-2,3,6.8,-0.2,12,-3,0.3,-0.6,1.5
COc1ccccc1CN(C)C(=O)CN1CCN(S(=O)(=O)c2ccc3c(c2)OCCCO3)CC1,-0.5,-0.9,-3,1,-2.5,-1.1,-1,-3,4.9,0.2,-0.9
N/C(CSc1ccc(Cl)cc1)=N\S(=O)(=O)c1ccc(Cl)cc1,-0.4,-0.9,3,0,1.0,1.7,8,-2,2.3,-1.5,0.6
CCCOc1ccc(CNCCCOCC)cc1OC,0.5,-1.6,1,-2,2.2,-0.9,-4,0,2.1,-0.5,0.9
Cc1cccc2cc(CN(Cc3ccc(F)cc3)C(=O)N(C)C)c3nnnn3c12,2.8,-0.8,-2,-6,-1.7,-1.5,-6,-2,0.8,2.1,-0.5
COc1cccc(CC(=O)Nc2nc3c(s2)C(=O)CC(C)(C)C3)c1,2.2,-1.3,-6,-5,-0.2,0.0,-14,5,-0.5,0.1,-0.1
O=C(CCN1C(=O)C2CC=CCC2C1=O)Nc1cccc(Cl)c1 (stereo not given),-1.8,-1.3,-1,0,-1.9,-0.5,-1,-1,1.4,1.0,0.0
C=CCN1C(=O)/C(=c2\sc3nc(=O)c(Cc4ccccc4Cl)nn3c2=O)c2ccccc21,-0.1,-1.2,-6,-5,2.1,-0.9,0,-2,0.6,-0.8,0.1
O=C(C=Cc1ccc2c(c1)OCO2)C=Cc1ccc2c(c1)OCO2,-3.6,0.0,3,-1,-6.0,-2.1,-4,-1,-2.3,-1.6,-0.1
COc1ccc(-c2cc(C(=O)Nc3cc(Cl)ccc3OC)no2)cc1,-1.3,-0.1,0,-3,3.1,3.2,5,-10,-1.5,0.3,-0.1
Cc1c2cnccc2c(C)c2c1oc1ccccc12,-0.8,-0.9,6,-133,11*,1.9,i,-37,6.4,2.1,1.0
Cc1ccc(C)c(OCC(O)CN2CCc3ccccc3C2)c1C (stereo not given),0.4,-1.3,-3,-2,-1.4,2.5,-6,-6,-2.7,0.9,0.1
CCOC(=O)N1CCN(C(=O)C2CCC(=O)N(Cc3ccc(Cl)cc3)C2)CC1 (stereo not given),-0.1,-1.2,-1,-1,-1.8,-1.7,3,0,1.6,0.2,-1.1
COC(=O)c1cc(S(=O)(=O)NCCCc2ccco2)c[nH]1,-1.0,-1.5,0,-4,-0.7,-1.1,-8,-3,1.5,0.3,-1.3
CCOC(=O)N1CCN(C(=O)c2ccccc2CCc2ccccc2)CC1,-1.5,-1.9,-2,-8,1.0,-2.3,-1,-1,-0.6,-2.2,0.2
O=C1CC(c2ccccc2)=Nc2ccccc2N1,-1.9,-1.2,2,-6,1.8,-0.5,-9,7,1.9,-1.1,-0.2
COC(=O)N(C)C[C@H]1OCc2cnnn2CCCC(=O)N([C@H](C)CO)C[C@@H]1C,0.8,-0.3,-1,-1,-2.7,1.1,-3,2,·,·,-0.1
C/C(=C\C(=O)Nc1cc(C)on1)c1ccccc1,-1.4,-0.6,2,-1,6.9,1.8,3,2,1.4,1.1,0.7
COc1cc(C)c(S(=O)(=O)N2CCN=C2c2ccccc2)cc1C,-0.3,-1.3,-1,-1,-2.6,-2.9,0,-5,0.0,-0.9,0.3
Cc1ccc(C)c(NC(NC(=O)c2ccccn2)C(Cl)(Cl)Cl)c1 (stereo not given),1.0,-2.4,-3,-2,1.7,2.0,2,-25,-2.0,2.3,0.0
CSc1ccccc1NC(=O)CN(C)CC(=O)Nc1cccc(Br)c1,0.0,-2.0,-4,-5,-0.8,-2.0,1,-7,0.6,-0.6,-0.7
CC(C)c1cc(C(=O)NC2CCCCC2)no1,-1.3,-0.7,1,-5,6.7,2.8,-2,2,2.5,0.8,1.6
NC(=S)Nc1ccc(C(F)(F)F)cc1Cl,-2.3,-1.1,0,1,0.5,-0.1,-2,-5,-0.9,-0.4,-0.3
O=C(CCNC(=O)c1ccc([N+](=O)[O-])cc1)NNC(=O)c1ccncc1,0.9,-1.0,-1,4,1.1,-0.1,2,2,1.9,1.3,-1.1
CCCc1nn(C)c(C(=O)Nc2ccc(Cl)cc2)c1Cl,-1.1,-0.5,0,2,4.3,-1.9,-2,11,1.8,-0.3,0.8
COc1ccc(-c2cc(C(F)(F)F)n3nc(C(=O)O)nc3n2)cc1,-1.9,-1.6,3,-57,-3.2,-1.5,-189,1,-0.5,-0.3,-0.9
COc1ccc(CNC(=O)c2ccc(-c3ccccc3)cc2)cc1OC,-0.3,-1.4,-5,-3,0.0,-1.6,3,2,-0.2,-0.8,-1.1
Cc1cccc(C)c1NC(=O)CN(C)C(=O)CCC(=O)N1CCOCC1,0.7,-1.7,-3,-3,2.2,-0.5,-7,0,-0.5,-1.1,-0.1
NS(=O)(=O)c1ccc(NC(=S)NC(=O)C2CCCC2)cc1,-2.0,-1.0,-2,-2,-2.1,5.8*,-12,2,1.3,1.3,-0.1
CC(C)(C)c1cc(C(=S)N2CCN(CCO)CC2)cc(C(C)(C)C)c1O,0.1,-1.6,-1,-6,-3.0,-1.4,-6,-1,-2.1,-0.4,-0.6
O=C(CCCN=C1NS(=O)(=O)c2ccccc21)OCC(=O)c1ccc(F)c(F)c1,2.0,-1.1,-3,-3,4.0,0.2,0,4,1.0,-1.9,3.5
O=C(CCn1c(=O)c2ccccc2n(Cc2ccccc2)c1=O)NC1CCN(Cc2ccccc2)CC1,4.2,-0.8,-3,-5,-1.2,-1.5,-6,-6,2.0,2.5,-0.2
O=C(CCCC(=O)Nc1ccc(Br)cc1)N/N=C/c1ccccc1,-0.6,-1.0,-1,-1,2.2,-0.4,3,-4,0.4,-0.1,-0.9
O=C(NCc1ccco1)/C(=C\c1cccs1)NC(=O)c1ccco1,-2.6,-1.6,7,1,0.7,-0.5,1,-1,2.4,-1.9,0.2
COc1ccc2c(C(=O)CN3CCC(C)CC3)c[nH]c2c1,-4.0,0.6,2,1,6.1,2.9,2,1,2.4,0.0,1.1
CCOc1ccc(NC(=NCc2ccc3c(c2)OCO3)SC2CC(=O)N(c3ccccc3)C2=O)cc1 (stereo not given),0.9,-0.9,1,-1,1.2,-0.4,6,-2,-1.7,-0.2,0.0
Cc1cc(Cl)cc(Cl)c1OCCCCN(C)C,-1.9,-1.3,0,0,0.3,0.1,-6,1,4.3,0.0,0.2
CC1(C)Cc2c(C#N)c(N)sc(=S)c2CS1,0.4,-0.7,1,-14,1.2,0.5,-37,4,0.5,-0.5,0.7
C[C@H](CO)N1C[C@H](C)[C@@H](CN(C)C(=O)C2CCCCC2)OCc2cn(nn2)CCCC1=O,0.4,-1.3,1,1,1.7,-1.9,1,5,-0.7,1.2,-0.4
CC12CC(c3ccccc3O1)N(C(=O)c1ccco1)C(=S)N2c1ccc(F)cc1 (stereo not given),0.1,-1.0,-8,-2,-3.4,-1.1,8,-8,-0.2,0.5,-0.3
CCOC(=O)c1ccccc1NC(=O)[C@@H]1CCCN1C(=O)OC(C)(C)C,-2.5,-0.7,-2,-3,0.8,-2.6,-6,-31,-0.2,-0.9,-0.4
Nc1ncnc2nc(SCC(=O)N3CCN(c4ccccc4)CC3)[nH]c12,-0.4,-1.1,-2,-5,0.4,-2.4,-11,-5,1.7,0.2,-1.4
O=C(Nc1ccccc1)c1ccc(C(=O)Nc2ccccc2)nc1,-0.1,-1.0,6,-2,2.9,1.2,-3,-16,4.6,-0.8,1.0
Cc1ccc(-c2cc(C(=O)N/N=C/C=C/c3ccco3)c3ccccc3n2)cc1C,-1.6,-1.8,-2,-28,-2.9,-3.5,-90,-10,-5.6,-3.5,-1.6
COc1ccc(S(=O)(=O)NCCOc2ccccc2)cc1C,-2.3,-0.5,-1,-1,-0.2,0.6,-4,0,2.0,3.8,0.5
CCCCOc1ccc(-c2cn3ccccc3n2)cc1[N+](=O)[O-],-2.7,-1.2,7,4,11*,1.0,6,-1,2.2,-1.3,0.3
CN(CC(=O)Nc1ccccc1Cl)C(=O)COC(=O)c1ccc(-c2ccc(O)cc2)cc1,-1.6,-1.2,-1,-12,-1.4,-1.2,-23,-2,0.7,1.8,2.2
COc1ccc(C2(c3ccc(OC)cc3)NC(=O)N(CC(=O)NC3(C#N)CCCC3)C2=O)cc1,-1.3,-1.6,-2,-4,-0.6,-0.6,-16,5,-0.3,0.9,-1.2
COc1cc(C(=O)NC2CCCC(C)C2C)ccc1OCC(=O)N1CCOCC1 (stereo not given),-0.5,-0.5,5,-4,1.6,0.4,-1,2,0.1,-0.2,0.4
COc1ccc(C)cc1NC(=O)Nc1ccccc1,0.9,-1.4,0,3,2.1,-1.5,2,-1,-3.6,0.4,-1.4
Cc1ccc(NC(=O)C(C)Sc2nnc(C)n2C)cc1 (stereo not given),0.0,-1.3,-2,5,-0.6,0.7,1,-2,2.9,0.3,0.1
COc1cccc(C(=O)NNS(=O)(=O)c2ccccc2)c1,-0.3,-0.4,-7,0,0.7,-0.9,4,2,-1.1,0.5,1.3
COc1cc(C)c(Cl)cc1S(=O)(=O)N1CCSC1,1.1,-1.3,-1,0,0.0,-2.4,9,1,0.8,1.0,0.0
CN(CCO)c1nc(NCc2ccccc2)c2cnn(C)c2n1,3.7,-1.4,-1,1,0.2,-1.2,-1,3,0.8,-0.5,-1.9
Cc1ccccc1C(=O)c1cccn1CC(=O)NCc1ccccc1,-0.3,-0.2,0,0,5.3,-1.3,6,-1,-0.7,2.3,1.6
COc1ccc(Cc2nnc(SCc3nc4ccccc4c(=O)[nH]3)n2C)cc1,-0.3,-1.1,-1,0,0.6,0.8,-1,4,-0.2,-0.3,0.5
COc1ccc(CCCC(=O)NCCc2ccccc2)c(C)c1,-0.5,-1.7,1,1,0.9,-0.6,4,-5,1.6,0.9,0.0

# Screening data from PubChem BioAssay.
